MLLE-PAM2 inh: blocks PAM2 peptide binding to the PABP1 MLLE domain; P11940; GST-MLLE / FITC-PAM2 fluorescence polarization; inhibition, % at 20 µM; 360,000 compounds, 0.36% hits; AID 588489; in the data active = inhibition above about 35%, passing the limit was not always enough;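 note: plate controls were DMSO wells with GST-MLLE for no effect and wells lacking GST-MLLE protein for full effect; some results filed as inactive read as strong as hits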
Target sequence (P11940 whole entry, looked up, the tested form may be a part): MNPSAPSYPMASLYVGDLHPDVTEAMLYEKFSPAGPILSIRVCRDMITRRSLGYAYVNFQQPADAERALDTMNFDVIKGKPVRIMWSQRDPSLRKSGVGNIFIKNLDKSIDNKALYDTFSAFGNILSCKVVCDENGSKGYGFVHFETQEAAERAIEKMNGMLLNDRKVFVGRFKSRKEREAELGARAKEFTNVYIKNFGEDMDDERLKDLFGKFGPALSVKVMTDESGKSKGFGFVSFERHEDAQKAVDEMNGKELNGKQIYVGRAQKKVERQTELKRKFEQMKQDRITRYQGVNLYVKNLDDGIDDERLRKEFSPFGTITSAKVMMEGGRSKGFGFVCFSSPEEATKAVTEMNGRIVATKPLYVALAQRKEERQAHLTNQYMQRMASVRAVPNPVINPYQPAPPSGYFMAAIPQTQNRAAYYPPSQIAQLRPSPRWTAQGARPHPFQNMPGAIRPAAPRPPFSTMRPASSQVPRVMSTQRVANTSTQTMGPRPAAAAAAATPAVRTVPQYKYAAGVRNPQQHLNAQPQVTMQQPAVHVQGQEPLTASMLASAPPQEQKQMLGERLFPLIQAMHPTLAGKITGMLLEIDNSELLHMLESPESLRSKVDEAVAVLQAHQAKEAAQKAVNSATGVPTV
Rpn11 inh: blocks the human proteasome subunit Rpn11; O00487; human 26S proteasome, Ub4-pepOG fluorescence polarization; 20S core pre-blocked with epoxomicin; calls only at 20 µM; 360,000 compounds, 0.59% hits; AID 588493;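 active = inhibition at 20 µM, scaled to each plate's controls, above about 33%, limit read from the data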
Target sequence (O00487 whole entry, looked up): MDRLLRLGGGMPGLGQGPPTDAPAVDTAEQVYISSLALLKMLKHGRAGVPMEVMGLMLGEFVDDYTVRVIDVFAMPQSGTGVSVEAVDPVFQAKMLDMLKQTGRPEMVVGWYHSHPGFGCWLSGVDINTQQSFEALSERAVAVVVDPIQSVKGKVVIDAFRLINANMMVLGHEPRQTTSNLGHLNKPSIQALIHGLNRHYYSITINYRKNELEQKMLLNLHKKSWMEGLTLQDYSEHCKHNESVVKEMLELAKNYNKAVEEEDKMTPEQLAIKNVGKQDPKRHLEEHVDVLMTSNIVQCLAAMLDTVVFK
SKN-1 block: blocks SKN-1 activity in C. elegans | C. elegans VP596 Pgst-4::GFP/RFP ratio, acrylamide-induced, 24 h | inhibition, % at 21.8 µM | 360,000 compounds, 0.49% hits | AID 624304;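 active = interference check ratio from 0.5 to 1.5 plus GFP to RFP signal ratio inhibition reaching or exceeding a fixed threshold, cut at about 30% in these data, passing the limit was not always enough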; note: some compounds called inactive have numbers as strong as hits
NadD block: inhibitors of Staphylococcus aureus NadD. 360,000 compounds, 0.78% hits. purified NadD enzyme, colorimetric absorbance read-out. inhibition, % at 20 µM; in the data active = inhibition above about 26%; note: some compounds past the cut are filed as inactive
FAS TE block: inhibitors of human fatty acid synthase thioesterase domain. 360,000 compounds, 0.67% hits. P49327. inhibition, % at 15 µM. recombinant FAS-TE, OMFH fluorogenic substrate, fluorescence endpoint. AID 602261;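 active = compounds whose normalised, plate-corrected inhibition of enzyme fluorescence in the single-dose primary screen is 50% or more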;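 note: 0% = DMSO with enzyme and 100% = substrate without enzyme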
CSN deneddyl inh: CSN deneddylation inhibition | Q92905 | Purified CSN, SCF-Nedd8-OG deneddylation, fluorescence polarization | inhibition, % at 12.5 µM | 360,000 compounds, 0.38% hits | AID 651999;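 active = pattern-corrected inhibition above about 35%, with an unprinted fluorescence ratio check between 0.5 and 1.5, limit read from the data, passing the limit was not always enough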;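 note: 0% = enzyme with substrate and 100% = substrate without enzyme; some results filed as inactive read as strong as hits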
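Assay system: Purified human Csn5 enzyme expressed in HEK293T cells | Amount: Enzyme 0.24 nM | Measured by: Fluorescence polarization readout | Medium: Tris/NaCl/DTT buffer, pH 7.5 | Compound dosing: One concentration, 12.5 µM, 0.25% DMSO | Times: 90 min incubation of compound, enzyme and substrate at room temperature | Control set: no-enzyme wells high, enzyme-with-substrate wells low | Read-out: % inhibition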
Rin1 Abl inh: inhibitors of human Rin1-Abl protein interaction | TR-FRET Rin1/Abl binding, biochemical | inhibition, % at 7.35 µM | 360,000 compounds, 0.4% hits; in the data active = inhibition above about 5%, passing the limit was not always enough
Neddylation inh: cullin neddylation inhibition. P61081+Q13564. TR-FRET cullin neddylation, biochemical. calls only at 25 µM. 360,000 compounds, 0.58% hits; in the data active = inhibition above about 36%
MT1-MMP act inh: inhibitors of human MT1-MMP activation; P50281; HT1080 RFP-PRO-GFP cells, GFP/RFP ratio fluorescence, overnight; percent of plate control window, DMSO zero; GFP/RFP ratio change, % at 20 µM; 360,000 compounds, 0.061% hits;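 active = GFP/RFP ratio change of at least 30% with cell ATP level not reduced by more than half and red fluorescence within 50% of control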; note: strong numbers were not always called active
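Assay system: RFP-PRO-GFP reporter HT1080 cells; read-out basis: GFP/RFP fluorescence ratio; benchmarks: DMSO wells and RFP-L50D-GFP cells; doses: 20 µM single dose, 1% DMSO; schedule: overnight cell settling, then overnight compound exposure, 37 °C, 5% CO2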
Starred values were filed as active, the others as inactive.

How did CCOc1ccc(N/C(C)=C\C(=O)c2ccc3c(c2)OCCO3)cc1 do in these assays?
MLLE-PAM2 inh: 10.2; Rpn11 inh: inactive; SKN-1 block: -3.2; NadD block: -6.4; FAS TE block: 15.2; CSN deneddyl inh: -2.6; Rin1 Abl inh: -0.3; Neddylation inh: inactive; MT1-MMP act inh: 4.1

How did O=C(NC12CC3CC(CC(C3)C1)C2)N1CCCC(CO)C1 (stereo not drawn) do in these assays?
MLLE-PAM2 inh: -6.2; Rpn11 inh: inactive; SKN-1 block: -16.2; NadD block: 1.1; FAS TE block: -9.5; CSN deneddyl inh: 3.9; Rin1 Abl inh: -1.4; Neddylation inh: inactive; MT1-MMP act inh: 0.7

What do the screens show for `O=C(Nc1ccc(OCc2ccccc2)cc1)Nc1cccnc1`?
MLLE-PAM2 inh: -5.6; Rpn11 inh: inactive; SKN-1 block: 9.2; NadD block: -8.3; FAS TE block: -2.9; CSN deneddyl inh: -4.1; Rin1 Abl inh: 1.3; Neddylation inh: inactive; MT1-MMP act inh: 5.3

Results for CC(=O)NC(C)C(=O)OCC(=O)Nc1ccc(Br)cc1 (stereo not drawn) ?
MLLE-PAM2 inh: 6.8; Rpn11 inh: inactive; SKN-1 block: 4.2; NadD block: 1.7; FAS TE block: -10.9; CSN deneddyl inh: 0.3; Rin1 Abl inh: 3.7; Neddylation inh: inactive; MT1-MMP act inh: 1.2

What do the screens show for `CN(C)CC(C)(C)CNS(=O)(=O)c1cccc2nsnc12`?
MLLE-PAM2 inh: 20.6; Rpn11 inh: inactive; SKN-1 block: 10.2; NadD block: -4.6; FAS TE block: -9.8; CSN deneddyl inh: -14.2; Rin1 Abl inh: -2.7; Neddylation inh: inactive; MT1-MMP act inh: 2.6

Results for CCOC(=O)C1=CCC(c2cccn2C(=O)OC(C)(C)C)N(S(=O)(=O)c2ccc(C)cc2)C1 (stereo not drawn) ?
MLLE-PAM2 inh: -12.1; Rpn11 inh: inactive; SKN-1 block: 0.8; NadD block: -5.4; FAS TE block: 18.1; CSN deneddyl inh: 3.6; Rin1 Abl inh: 4.6; Neddylation inh: inactive; MT1-MMP act inh: -1.4

Results for O=C1c2ccccc2[C@@H]2C[C@@H](O)[C@H](Nc3ccccc3-c3ccccc3)CCN12 ?
MLLE-PAM2 inh: 0.6; Rpn11 inh: inactive; SKN-1 block: -5.8; NadD block: -2.5; FAS TE block: -0.9; CSN deneddyl inh: -5.4; Rin1 Abl inh: -0.2; Neddylation inh: inactive; MT1-MMP act inh: -3.4

Results for CCn1c(-c2ccc[nH]c2=O)nc2ccccc21 ?
MLLE-PAM2 inh: -4.2; Rpn11 inh: inactive; SKN-1 block: 6.3; NadD block: -5.1; FAS TE block: -8.1; CSN deneddyl inh: 3.6; Rin1 Abl inh: 5.4; MT1-MMP act inh: 2.2

How did CCC(C)NC(=O)CS(=O)Cc1nc(-c2ccccc2C)oc1C (stereo not drawn) do in these assays?
MLLE-PAM2 inh: 14.6; Rpn11 inh: inactive; SKN-1 block: 0.0; NadD block: 2.2; FAS TE block: -5.2; CSN deneddyl inh: -7.1; Rin1 Abl inh: -1.8; Neddylation inh: inactive; MT1-MMP act inh: -1.6

Results for O=C(Cc1ccc(-n2cccc2)cc1)N1CCN(c2ccccc2F)CC1 ?
MLLE-PAM2 inh: 3.0; Rpn11 inh: inactive; SKN-1 block: 3.2; NadD block: -2.2; FAS TE block: 10.8; CSN deneddyl inh: 1.1; Rin1 Abl inh: 2.4; Neddylation inh: inactive; MT1-MMP act inh: -0.2

How did COC(=O)C1(Cc2ccc(O)cc2)OC(=O)C(O)=C1c1ccc(O)cc1 (stereo not drawn) do in these assays?
MLLE-PAM2 inh: -5.1; Rpn11 inh: inactive; SKN-1 block: -2.6; NadD block: -3.0; FAS TE block: -2.2; CSN deneddyl inh: 11.0; Rin1 Abl inh: 2.1; Neddylation inh: inactive; MT1-MMP act inh: 0.3

What do the screens show for `CCN(CC)C(=O)COc1cc(C)c(Cl)c(C)c1`?
MLLE-PAM2 inh: 4.3; Rpn11 inh: inactive; SKN-1 block: 8.8; NadD block: 7.9; FAS TE block: -3.8; CSN deneddyl inh: 6.0; Rin1 Abl inh: 2.7; Neddylation inh: inactive; MT1-MMP act inh: 2.4

Results for O=C(COC(=O)c1cc(Cl)ccc1[N+](=O)[O-])Nc1cccc2ccccc12 ?
MLLE-PAM2 inh: 9.7; Rpn11 inh: inactive; SKN-1 block: -6.2; NadD block: -7.0; FAS TE block: 18.5; CSN deneddyl inh: -3.6; Rin1 Abl inh: -1.2; Neddylation inh: inactive; MT1-MMP act inh: 5.9

What do the screens show for `C=CCN1C(=O)C2C(C(=O)NC3CCCC3)C3C=CC2(O3)C1C(=O)NC1CCCC1` (stereo not drawn)?
MLLE-PAM2 inh: -4.8; Rpn11 inh: inactive; SKN-1 block: -0.7; NadD block: 1.2; FAS TE block: -7.7; CSN deneddyl inh: -1.3; Rin1 Abl inh: 1.4; Neddylation inh: inactive; MT1-MMP act inh: -1.0

Results for CCOC(=O)N1CCN(S(=O)(=O)c2cc([N+](=O)[O-])ccc2C)CC1 ?
MLLE-PAM2 inh: -5.2; Rpn11 inh: inactive; SKN-1 block: 10.9; NadD block: -10.2; FAS TE block: 2.9; CSN deneddyl inh: 4.6; Rin1 Abl inh: 0.7; Neddylation inh: inactive; MT1-MMP act inh: -0.1

Results for COc1cccc(CN(C(=O)c2cc3ccccc3oc2=O)C2CC2)c1 ?
MLLE-PAM2 inh: -0.8; Rpn11 inh: inactive; SKN-1 block: 7.5; NadD block: -3.7; FAS TE block: 0.8; CSN deneddyl inh: 3.5; Rin1 Abl inh: -1.6; Neddylation inh: inactive; MT1-MMP act inh: -1.1

What do the screens show for `CN(C)c1ccc(NC(=O)COC(=O)Cn2nnc3ccccc32)cc1`?
MLLE-PAM2 inh: 6.9; Rpn11 inh: inactive; SKN-1 block: -15.0; NadD block: -4.2; FAS TE block: -11.1; CSN deneddyl inh: -5.8; Rin1 Abl inh: 1.4; Neddylation inh: inactive; MT1-MMP act inh: 0.3

What do the screens show for `COc1cc(C(=O)NCCCNc2ccc([N+](=O)[O-])cc2)cc(OC)c1OC`?
MLLE-PAM2 inh: -4.4; Rpn11 inh: inactive; SKN-1 block: -3.2; NadD block: -2.1; FAS TE block: -1.9; CSN deneddyl inh: 2.8; Rin1 Abl inh: -2.4; Neddylation inh: inactive; MT1-MMP act inh: 2.6

How did CCN(CC(=O)Nc1cc(Cl)ccc1C)C(=O)CCS(=O)(=O)c1ccc(Cl)cc1 do in these assays?
MLLE-PAM2 inh: 21.0; Rpn11 inh: inactive; SKN-1 block: 9.0; NadD block: -1.4; FAS TE block: 3.3; CSN deneddyl inh: -2.8; Rin1 Abl inh: -2.1; Neddylation inh: inactive; MT1-MMP act inh: 3.6

Results for CC1C(c2ccccc2)=[N+]([O-])C2(CCCC2)N1O (stereo not drawn) ?
MLLE-PAM2 inh: -2.9; Rpn11 inh: inactive; SKN-1 block: 2.7; NadD block: 4.1; FAS TE block: -9.7; CSN deneddyl inh: 5.1; Rin1 Abl inh: -1.8; Neddylation inh: inactive; MT1-MMP act inh: -0.8

How did O=C(NCCc1ccccc1)c1ccc(Cl)c(S(=O)(=O)N2CCOCC2)c1 do in these assays?
MLLE-PAM2 inh: 13.4; Rpn11 inh: inactive; SKN-1 block: 4.7; NadD block: -2.7; FAS TE block: 0.2; CSN deneddyl inh: 1.1; Rin1 Abl inh: 0.6; Neddylation inh: inactive; MT1-MMP act inh: 10.4

Results for O=C(O)/C=C/c1ccc(-c2cccc(C(F)(F)F)c2)o1 ?
MLLE-PAM2 inh: -14.2; Rpn11 inh: inactive; SKN-1 block: 9.7; NadD block: -2.8; FAS TE block: 1.9; CSN deneddyl inh: 9.1; Rin1 Abl inh: -0.6; Neddylation inh: inactive; MT1-MMP act inh: -2.5

Results for COc1cccc(NC(=O)CSc2nnc(-c3ccc(C)cc3)o2)c1 ?
MLLE-PAM2 inh: -12.7; Rpn11 inh: inactive; SKN-1 block: 3.5; NadD block: -2.2; FAS TE block: 0.8; CSN deneddyl inh: -0.8; Rin1 Abl inh: -4.8; Neddylation inh: inactive; MT1-MMP act inh: 1.7

How did Cc1c(/C(O)=C2/C(=O)C(=O)N(Cc3cccnc3)C2c2cccs2)cnn1-c1ccccc1 (stereo not drawn) do in these assays?
MLLE-PAM2 inh: 11.1; Rpn11 inh: inactive; SKN-1 block: 2.5; NadD block: 13.9; FAS TE block: -3.8; CSN deneddyl inh: 5.3; Rin1 Abl inh: -2.9; Neddylation inh: inactive; MT1-MMP act inh: 1.7

How did O=C(NC1CCCCC1)C(c1cccs1)N(CC1CCCO1)C(=O)c1csnn1 (stereo not drawn) do in these assays?
MLLE-PAM2 inh: -11.0; Rpn11 inh: inactive; SKN-1 block: -8.2; NadD block: -0.3; FAS TE block: -7.8; CSN deneddyl inh: -6.5; Rin1 Abl inh: 3.1; Neddylation inh: inactive; MT1-MMP act inh: 1.7

How did CC(=O)Nc1ccc(NC(=O)Cn2c(=O)n(-c3ccc(F)cc3)c(=O)c3oc4ccccc4c32)cc1 do in these assays?
MLLE-PAM2 inh: -2.9; Rpn11 inh: inactive; SKN-1 block: -9.8; NadD block: 2.0; FAS TE block: -2.7; CSN deneddyl inh: -3.7; Rin1 Abl inh: -5.0; Neddylation inh: inactive; MT1-MMP act inh: 3.7

Results for COc1ccc(NC(=O)C(Br)C(C)C)cc1 (stereo not drawn) ?
MLLE-PAM2 inh: -11.5; Rpn11 inh: inactive; SKN-1 block: -6.5; NadD block: -6.1; FAS TE block: -4.6; CSN deneddyl inh: 3.0; Rin1 Abl inh: 4.2; Neddylation inh: inactive; MT1-MMP act inh: 1.1

How did Cc1ccc(NC(=O)CN2CCN(Cc3ccccc3)CC2)cc1Cl do in these assays?
MLLE-PAM2 inh: -16.9; Rpn11 inh: inactive; SKN-1 block: -6.9; NadD block: -5.1; FAS TE block: 8.5; CSN deneddyl inh: 0.5; Rin1 Abl inh: 2.9; Neddylation inh: inactive; MT1-MMP act inh: 3.0

What do the screens show for `CCOC(=O)c1ccc(NC(=O)c2ccc3c(c2)OCO3)cc1`?
MLLE-PAM2 inh: -1.4; Rpn11 inh: inactive; SKN-1 block: 13.4; NadD block: -0.3; FAS TE block: 1.8; CSN deneddyl inh: 0.8; Rin1 Abl inh: -2.4; Neddylation inh: inactive; MT1-MMP act inh: 2.2

What do the screens show for `Cc1cccc(NC(=O)Cn2c(=O)n(C)c3ccccc32)c1`?
MLLE-PAM2 inh: 4.1; Rpn11 inh: inactive; SKN-1 block: -3.4; NadD block: -4.2; FAS TE block: -1.2; CSN deneddyl inh: 2.7; Rin1 Abl inh: -1.7; Neddylation inh: inactive; MT1-MMP act inh: -0.5

2 records drawn at random from those above, as already listed:
What do the screens show for `CN(C)c1ccc(NC(=O)COC(=O)Cn2nnc3ccccc32)cc1`?
MLLE-PAM2 inh: 6.9; Rpn11 inh: inactive; SKN-1 block: -15.0; NadD block: -4.2; FAS TE block: -11.1; CSN deneddyl inh: -5.8; Rin1 Abl inh: 1.4; Neddylation inh: inactive; MT1-MMP act inh: 0.3

What do the screens show for `COc1cc(C(=O)NCCCNc2ccc([N+](=O)[O-])cc2)cc(OC)c1OC`?
MLLE-PAM2 inh: -4.4; Rpn11 inh: inactive; SKN-1 block: -3.2; NadD block: -2.1; FAS TE block: -1.9; CSN deneddyl inh: 2.8; Rin1 Abl inh: -2.4; Neddylation inh: inactive; MT1-MMP act inh: 2.6

Assay outcomes as filed in PubChem BioAssay.
